aSyn tox rescue – rescues yeast growth from alpha-synuclein toxicity; S. cerevisiae alpha-synuclein toxicity rescue, BacTiter-Glo growth, 24 h; Potency, µM (series often up to 46.1 µM), without a hit: at the top dose growth rescue (activation), hits mostly activators; 94,000 tested, 0.02% active; active = well fitted activation curve with a large enough effect; inconclusive = small, poorly fitted or top-dose-only effect; note: 0% is about no effect
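Growth restoration measured by BacTiter-Glo luminescence after 24 hr at 30 deg C; alpha-synuclein yeast, raffinose-pregrown to mid-log, were added at OD600=0.02 in galactose medium onto pinned compounds.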
An asterisk follows results filed as active; ? = inconclusive. Potency is the fitted concentration of half-maximal effect. Only part of the results is shown. The share of hits here may be higher or lower than overall.

SMILES	aSyn tox rescue
CCOC(=O)c1c(C)[nH]c(CCC(=O)Nc2ccc(Cl)cc2C)c1C	1.5%
CC1CC(C)CN(CCCNS(=O)(=O)c2cc(Br)cc3c2N(C(=O)C2CC2)CC3)C1 (stereo not given)	-0.7%
COc1cc(NC(=O)C(CCS(C)(=O)=O)N2Cc3ccccc3C2=O)cc(OC)c1OC (stereo not given)	5.4%
Cc1cn2c(=O)c(S(=O)(=O)NCc3ccc(F)cc3)c(C)nc2s1	1.0%
Cc1ccc(C)c(OCCC(=O)NNC(=O)c2ccccc2F)c1	9.1%
COc1cc(OC)c(NC(=O)c2ccc(-n3cnc4cccnc43)cc2)cc1Cl	-6.1%
CCc1ccc(NC(=O)Cn2c(=O)n(Cc3ccco3)c(=O)c3oc4ccccc4c32)cc1	-7.4%
COc1ccc(OC)c(NC(=O)c2c(NCc3ccc(N(C)C)cc3)sc3c2CCCC3)c1	-1.2%
COc1ccc(-c2csc3nc(-c4ccccc4C)oc(=O)c23)cc1OC	-4.7%
CC12CCC(=O)N1C(C(=O)Nc1ccc(Cl)c(Cl)c1)CS2 (stereo not given)	4.6%
Cc1nn(-c2ccccc2)c(Cl)c1/C=C1/C(=N)N2N=C(C(C)C)SC2=NC1=O	-8.4%
CC(=O)c1c(C)[nH]c(C(=O)N(C)C(c2ccccc2)c2ccccc2)c1C	16.4%
Cc1ccc(CNC(=O)Cn2nc(C)n3cccc3c2=O)cc1	-7.2%
COc1ccccc1N1CCN(c2ncnc3c2c(-c2ccccc2)cn3-c2cccc(C)c2)CC1	7.3%
CC(=O)N1CCC(=NNc2ccc(S(N)(=O)=O)cc2[N+](=O)[O-])CC1	-2.4%
Fc1ccc(-n2ncc3c(N4CCN(c5ccccc5F)CC4)ncnc32)cc1	-1.9%
CCCCOC(=O)c1ccc(NC(=O)c2csnn2)cc1	-1.9%
COc1cccc(NC(=O)CSc2nnc3scc(-c4ccc(Cl)cc4)n23)c1	-27.1%
CCOc1ccccc1NC(=O)Nc1nnc(N2CCCCCC2)s1	2.5%
COCCNC(=O)CSc1nc2sccc2c(=O)n1-c1ccccc1	-3.7%
Fc1ccc(-n2nc(-c3ccccc3)c3cnc4ccccc4c32)cc1Cl	-14.9%
CCCOC(=O)CSc1nnc(-c2ccccc2)o1	-3.7%
COc1ccc(C2C(C(=O)O)CCC(=O)N2c2ccc(C)cc2)cc1OC (stereo not given)	-3.3%
Cc1ccc2oc(=O)c3cc(C(=O)N4CCN(c5ccccc5)CC4)sc3c2c1	1.3%
CN(c1ncnc2c1c(-c1ccccc1)cn2-c1cccc(Cl)c1)C1CCCCC1	-10.7%

Overlap with the part before: three compounds; new compounds follow.
SMILES	aSyn tox rescue
COc1ccc(C2C(C(=O)O)CCC(=O)N2c2ccc(C)cc2)cc1OC (stereo not given)	-3.3%
Cc1ccc2oc(=O)c3cc(C(=O)N4CCN(c5ccccc5)CC4)sc3c2c1	1.3%
CN(c1ncnc2c1c(-c1ccccc1)cn2-c1cccc(Cl)c1)C1CCCCC1	-10.7%
CCOc1ccc2noc3c2c1C(=O)c1ccccc1-3	-3.0%
CC(=NCCCn1ccnc1)c1c(C)[nH]n(-c2ccc([N+](=O)[O-])cc2)c1=O	-4.3%
CCCCN1C[C@H](CSC)[C@@H](CC(=O)Nc2ccc(OC)cc2)C1=O	1.7%
CCc1cc2c3c(c1)C1(C(=O)N3C(C)(C)C=C2C)C(C#N)=C(N)Oc2[nH]c(=O)[nH]c(=O)c21 (stereo not given)	13.7%
O=C(c1ccccc1Cl)n1nc(-c2ccco2)nc1NCc1cccs1	2.7%
CCOC(=O)c1c(C)[nH]c(CCC(=O)NCc2ccccc2Cl)c1C	-2.5%
O=C(CN1CCCN(Cc2ccc(F)cc2)S1(=O)=O)NCc1ccccc1Cl	4.9%
Cc1cnc(NC(=O)c2ccccn2)s1	0.1%
CCN1CCN(C(=O)c2cnn(-c3cccc(Cl)c3)c2C2CCN(C(=O)OC(C)(C)C)CC2)CC1	-3.3%
Cc1ccc(S(=O)(=O)n2nc(C)cc2N)cc1	2.9%
Cc1cc([N+](=O)[O-])nn1CCCC(=O)Nc1cccc(Cl)c1Cl	-2.0%
O=C(O)COc1ccccc1/C=N/NC(=O)c1cccc(S(=O)(=O)N2CCOCC2)c1	-3.1%
COc1ccc(OCCC(=O)Nc2ccc(S(N)(=O)=O)cc2)cc1	7.4%
CCOC(=O)C1=C(C)N=C2SCCC(=O)N2C1c1ccc(OCc2ccccc2)cc1 (stereo not given)	3.8%
CN(C(=O)c1cc2c(=O)oc3ccccc3c2s1)c1ccc(F)cc1	-3.1%
COc1cc(NC(=O)COCc2cc(-c3ccc4c(c3)OCO4)on2)c(OC)cc1Cl	-0.6%
O=C(NC(Cc1nn[nH]n1)C(=O)OCc1ccccc1)OCc1ccccc1 (stereo not given)	-11.2%
O=[N+]([O-])c1ccc(N2CCN(c3ccc(F)cc3)CC2)cn1	-1.9%
COc1ccc(C2NC(=O)CCC2[N+](=O)[O-])c(OC)c1 (stereo not given)	-10.2%
CCn1cc(C(=O)NCCc2ccc(OC)c(OC)c2)c(=O)c2cc(S(=O)(=O)N3CCc4ccccc4C3)ccc21	0.0%
CCCCC12CN3CC(C)(CN(C1)C3c1c[nH]c3ccccc13)C2=O (stereo not given)	1.4%
COc1ccc(C2CCc3cc4c(cc3C2=NOC(C)=O)OCO4)cc1OC (stereo not given)	-5.7%
Cc1cc(C)cc(NC(=O)C2CCCN2S(=O)(=O)c2cccc3nsnc23)c1 (stereo not given)	0.3%
CCOc1cc(C2C3=C(CCCC3=O)Nc3ccc4ncccc4c32)ccc1O (stereo not given)	3.9%
C[C@@H]1CN([C@@H](C)CO)C(=O)CCCn2cc(nn2)CO[C@H]1CN(C)C(=O)c1ccc2ccn(C)c2c1	13.9%
Following part.
SMILES	aSyn tox rescue
CCn1cc(/C=N\NC(=O)c2ccc(F)cc2)cn1	-0.1%
COC(=O)CCCn1c(-c2ccc(C)cc2)c(C)n2c3c(=O)n(C)c(=O)n(C)c3nc12	3.2%
COc1cc(OC)c(OC)cc1/C=N/NC(=O)c1ccc(CSc2nc(C)cc(C)n2)cc1	2.6%
Cc1cccc(C)c1NC(=O)Cn1c(=O)n(CC2CCC(C(=O)NCCc3ccccc3)CC2)c(=O)c2ccccc21 (stereo not given)	-2.4%
Cc1cc(-c2ccc(C)c(S(=O)(=O)NCCc3ccccc3)c2)on1	?
COc1ccc(N(C(=O)c2snc(C(N)=O)c2N)C(C(=O)NCc2ccc(F)cc2)c2ccc(C)o2)c(OC)c1 (stereo not given)	3.1%
COc1ccc(OC)c(-c2noc(N3CCN(c4ccc(C(C)=O)cc4)CC3)n2)c1	-3.9%
COc1ccc(NC(=O)Nc2cc(-c3cn4cccnc4n3)ccc2OC)cc1	-4.7%
CC(C)CN(C(=O)c1cccc(S(=O)(=O)N2CCCCC2)c1)C1CCS(=O)(=O)C1 (stereo not given)	-6.7%
COc1ccc(N(C)C(=O)c2cc3c(Cl)nc4ccccc4c3s2)cc1	19.5%
COc1ccc(N2CC(c3nc(-c4ccccc4C)no3)CC2=O)cc1Cl (stereo not given)	15.2%
Cc1sc2ncn(CC(=O)N(C)C3CCCCC3)c(=O)c2c1C	12.7%
O=C(c1cccs1)N1CCN(Cc2ccccc2)CC1	1.4%
COc1cccc(N=Nc2c(=O)[nH]n3c(=O)c4c([nH]c23)CCC4)c1	0.8%
Cc1cccc(N(C(=O)c2snc(C(N)=O)c2N)C(C(=O)NC2CCCC2)c2ccc(C)o2)c1 (stereo not given)	-10.9%
CCc1c(C)sc(NC(=O)c2cc(-c3cccc(Cl)c3)on2)c1C#N	-19.4%
O=C(NC1CCS(=O)(=O)C1)c1ccc(Br)o1 (stereo not given)	0.6%
CCOc1ccc(NC(=O)CSc2ncc3c(n2)-c2ccccc2N(C)S3(=O)=O)cc1	4.0%
Cc1cccnc1NC(=S)Nc1ccc(F)cc1F	6.5%
Cc1ccc(C(=O)N(CC(=O)NC2CCCC2)c2ccccc2F)s1	7.0%
CC(=O)Nc1ccc(CN2CCC(N3CCC(C(=O)NC4CC4)CC3)CC2)cc1	-2.5%
O=C(NCCC(c1ccccc1)c1ccccc1)c1cccs1	-19.3%
Cc1cccc(C)c1OCc1nc2c3cnn(-c4ccccc4F)c3ncn2n1	-3.1%
COc1cc(OC)c(C2Nc3ccccc3-c3nnc(SCc4ccccc4)nc3O2)cc1OC (stereo not given)	-7.7%
O=C(Nc1ccn(CCCNCC(c2ccccc2)c2ccccc2)c(=O)n1)OCc1ccccc1	6.7%

Some values from the entries so far:
COc1ccc(C2C(C(=O)O)CCC(=O)N2c2ccc(C)cc2)cc1OC (stereo not given) in aSyn tox rescue has -3.3%
COc1cc(OC)c(NC(=O)c2ccc(-n3cnc4cccnc43)cc2)cc1Cl in aSyn tox rescue has -6.1%

Reformatted with each value named: part of the list above
O=C(c1cccs1)N1CCN(Cc2ccccc2)CC1
  aSyn tox rescue = 1.4%

CCc1c(C)sc(NC(=O)c2cc(-c3cccc(Cl)c3)on2)c1C#N
  aSyn tox rescue = -19.4%

CC(C)CN(C(=O)c1cccc(S(=O)(=O)N2CCCCC2)c1)C1CCS(=O)(=O)C1 (stereo not given)
  aSyn tox rescue = -6.7%

CCOc1ccc(NC(=O)CSc2ncc3c(n2)-c2ccccc2N(C)S3(=O)=O)cc1
  aSyn tox rescue = 4.0%

(further entries)
SMILES	aSyn tox rescue
CCN(C(=O)C1CCN(S(=O)(=O)c2ccc3c(c2)CCCN3C(=O)C2CCC2)CC1)c1cccc(C)c1	1.9%
C[C@H]1CN([C@@H](C)CO)C(=O)c2cc(C#Cc3cccnc3)cnc2O[C@H]1CN(C)Cc1ccc(F)cc1	-7.2%
CCc1ccc(Cn2c(CNS(=O)(=O)c3ccc(Cl)s3)nc3cccnc32)cc1	3.8%
Cc1ccc2c(c1)nnn2C1CCN(CC(=O)Nc2ccc(F)cc2)CC1	1.6%
O=CN1CCN(c2ncnc3c2nnn3Cc2c(F)cccc2Cl)CC1	8.1%
Cc1ccccc1C(=O)NNS(=O)(=O)c1ccc(F)cc1	-4.6%
COc1cccc(C(=O)NNC(=O)Cc2csc(N)n2)c1	0.7%
Cc1cc(C)n(CC(=O)NC2CCCCC2C)c(=O)c1C#N (stereo not given)	-8.7%
C[C@@H]1CN([C@H](C)CO)S(=O)(=O)c2ccc(Br)cc2O[C@H]1CN(C)C(=O)C1CCCCC1	-13.5%
C[C@H](O)[C@@H]1C(=O)N2CCc3ccc(N4CCN(C)CC4)cc3[C@@H]2C[C@@H]1N(C)C(=O)c1ccco1	6.8%
CCOc1ccc(N(CC(=O)N2CCCCC2)S(=O)(=O)c2ccc(Cl)cc2)cc1	-19.9%
COc1cc(Cl)cc(/C=N\NC(=O)c2ccc3c(c2)OCO3)c1O	2.0%
CC(=O)Nc1cc[n+](C(C)C(=O)c2ccc(Br)cc2)cc1 (stereo not given)	-11.9%
Cc1cc(=O)n2nc(N(C)CC(=O)NCc3cccc(Br)c3)sc2n1	-2.1%
COc1ccc(OC)c(CCNC(=O)CC2Oc3ccc(C)cc3NC2=O)c1 (stereo not given)	-6.6%
COc1ccccc1CNC(=O)Cc1csc2nc(-c3ccc(Cl)cc3)cn12	?
Cc1ccc(N2CC(NC(=O)c3ccco3)CC2=O)cc1 (stereo not given)	1.7%
CCc1ccc2ncc3c(-c4ccc(F)cc4)nn(CC(=O)NC4CCCCC4)c3c2c1	-3.7%
COC(=O)C1=C(C)NC(=O)C1(NC(=O)c1ccc(Cl)cc1)C(F)(F)F (stereo not given)	4.4%
COc1ccc(-c2nc3sc(CCNC(=O)c4cc(OC)c(OC)c(OC)c4)c(C)n3n2)cc1	0.6%
COc1ccccc1Nc1nc(C)nc(N)c1S(=O)(=O)c1ccccc1	-7.5%
O=C(N(c1ccccn1)c1ccccn1)C12CC3CC(CC(Cl)(C3)C1)C2	-5.3%
CCc1ccc(C(=O)C(C)OC(=O)c2nn(C)c(=O)c3ccccc23)cc1 (stereo not given)	5.9%
S=C1NC2CCCCC2N1 (stereo not given)	-3.8%
CC(C)Oc1ccc(S(=O)(=O)N2CCCCC2)cc1NC(=O)CC1OC(=O)c2ccccc21 (stereo not given)	2.4%
(continued)
SMILES	aSyn tox rescue
CN1CCN(C(=O)/C=C/c2ccc([N+](=O)[O-])o2)CC1	-2.3%
Cc1ccc(C2(c3noc(CN4CCC(C(=O)N5CCOCC5)CC4)n3)CCCC2)cc1	2.5%
Cc1ccc(-c2nc3cc(NC(=O)c4cc5ccccc5o4)ccc3o2)cc1	0.0%
Cc1ccc(NC(=O)c2oc3ccc(S(=O)(=O)N4CCC5(CC4)OCCO5)cc3c2C)c(C)c1	-0.4%
COc1cc(C(=O)Nc2ccc(-c3cc(C(F)(F)F)nn3-c3ccccc3)cc2)cc(OC)c1OC	7.0%
CCC(=O)N1CCc2cc(S(=O)(=O)CCC(=O)NCc3ccc(F)cc3)ccc21	0.0%
COc1ccc(Cl)cc1NC(=O)Cn1c(=O)n(CCCC(=O)NCCc2ccc(OC)c(OC)c2)c(=O)c2ccccc21	1.6%
CCOC(=O)c1c(NC(=O)COc2cccc(C)c2C)sc2c1CCCCC2	2.8%
Cn1cc(C(=O)NCc2ccc(Cl)cc2)c(=O)c2cc(S(=O)(=O)N3CCCCCC3)ccc21	3.0%
CC(C)c1ccc(Nc2ncnc3c2c(-c2ccccc2)cn3-c2ccccc2)cc1	-2.3%
CCOc1ccc(C(C(=O)NCC2CCCO2)N(Cc2cccs2)C(=O)c2snc(C(N)=O)c2N)cc1 (stereo not given)	-1.2%
CC(=O)c1ccc(NC(=O)CCOc2ccccc2)cc1	-4.2%
CCc1cccc(C)c1NC(=O)c1cn2c3c(ccc(Cl)c3c1=O)OC(C)C2 (stereo not given)	-7.0%
Cc1cc(C)c(S(=O)(=O)N2CCOC2CNC(=O)C(=O)NCc2ccco2)c(C)c1 (stereo not given)	6.8%
Cc1ccc(-n2c3c(cc(C(=O)Nc4cccc(Cl)c4)c2=O)C(=O)CC(C)(C)C3)cc1	-7.6%

Source: PubChem (National Center for Advancing Translational Sciences (NCATS))
